Assay outcomes deposited in PubChem BioAssay by Sanford-Burnham Center for Chemical Genomics.
SENP8 block-1 = SENP8 (human) protease inhibition; Q96LD8; recombinant SENP8, Nedd8 substrate fluorescence; inhibition, % at 20 µM; 360,000 tested, 0.64% active; AID 602440; in the data active = inhibition mostly above about 40%, no sharp cut-off; inactive = mostly below about 27%
Apaf1 inhib = human Apaf-1 inhibition; O14727; reconstituted apoptosome caspase-3 activity, DEVD-Rh110 fluorescence; inhibition, % at 20 µM; 330,000 tested, 0.71% active; active = inhibition of at least 40% at 20 µM;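 also: plate controls were DMSO wells for no effect and DEVD-CHO caspase inhibitor wells for full effect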
Target sequence (O14727 whole entry, looked up): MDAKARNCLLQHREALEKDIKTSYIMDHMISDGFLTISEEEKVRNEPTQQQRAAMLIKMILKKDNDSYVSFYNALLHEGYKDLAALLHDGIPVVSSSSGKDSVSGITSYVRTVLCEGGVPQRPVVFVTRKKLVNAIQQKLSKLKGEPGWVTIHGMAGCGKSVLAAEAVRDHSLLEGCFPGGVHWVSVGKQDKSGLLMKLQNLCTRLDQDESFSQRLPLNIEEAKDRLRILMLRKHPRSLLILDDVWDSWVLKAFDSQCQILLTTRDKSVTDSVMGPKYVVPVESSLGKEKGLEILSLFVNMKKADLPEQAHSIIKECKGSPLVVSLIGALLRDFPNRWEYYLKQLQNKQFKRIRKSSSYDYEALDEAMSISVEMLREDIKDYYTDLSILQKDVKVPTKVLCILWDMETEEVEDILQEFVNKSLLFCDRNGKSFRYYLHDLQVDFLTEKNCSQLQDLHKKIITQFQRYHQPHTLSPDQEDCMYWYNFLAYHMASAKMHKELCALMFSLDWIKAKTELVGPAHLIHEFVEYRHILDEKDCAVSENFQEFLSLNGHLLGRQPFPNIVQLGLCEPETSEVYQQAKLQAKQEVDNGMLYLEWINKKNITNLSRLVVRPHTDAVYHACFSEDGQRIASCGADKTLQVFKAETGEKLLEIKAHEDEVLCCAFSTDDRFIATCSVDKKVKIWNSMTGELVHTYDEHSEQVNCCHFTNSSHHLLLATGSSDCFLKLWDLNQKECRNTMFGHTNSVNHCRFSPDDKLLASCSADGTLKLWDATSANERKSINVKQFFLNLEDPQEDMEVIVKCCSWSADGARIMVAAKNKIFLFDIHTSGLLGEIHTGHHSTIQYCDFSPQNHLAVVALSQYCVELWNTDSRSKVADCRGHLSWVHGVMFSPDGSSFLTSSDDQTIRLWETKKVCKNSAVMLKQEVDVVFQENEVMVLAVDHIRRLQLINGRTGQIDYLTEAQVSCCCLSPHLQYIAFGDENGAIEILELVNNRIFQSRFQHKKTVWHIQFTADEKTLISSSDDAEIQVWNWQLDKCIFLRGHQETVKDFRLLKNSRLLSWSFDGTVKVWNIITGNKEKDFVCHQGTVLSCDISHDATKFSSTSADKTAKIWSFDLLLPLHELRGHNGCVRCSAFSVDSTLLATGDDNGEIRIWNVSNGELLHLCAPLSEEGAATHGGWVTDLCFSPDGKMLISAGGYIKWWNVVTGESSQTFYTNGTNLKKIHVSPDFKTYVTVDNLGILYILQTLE
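System: Apoptosome proteins | Medium: Hepes pH 7.5 with detergent and BSA | Also added: Cytochrome c trigger plus (Z-DEVD)2-Rh110 caspase-3 substrate | Incubation: 30 min compound preincubation, 50 min activation, room temperature | Detection: Rhodamine 110 fluorescence at Ex 480/Em 540 nm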
SENP7 block = blocks the human protease SENP7; inhibition, % at 5 µM; recombinant SENP7, Z-RLRGG-aminoluciferin luminescence, 40 min; 330,000 tested, 1.5% active; Q9BQF6;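 active = inhibition above about 50% at the single test dose, limit read from the data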;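 also: plate controls were DMSO with enzyme for no effect and no enzyme buffer wells for full effect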
SENP6 block = SENP6 protease inhibition | Q9GZR1 | Recombinant SENP6 catalytic domain, aminoluciferin luminescence | inhibition, % at 10 µM | 330,000 tested, 1.8% active | AID 2599;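 active = inhibition above about 50% at the single tested dose, limit read from the data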;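 also: plate controls were DMSO wells with enzyme for no effect and DMSO wells lacking enzyme for full effect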
SENP1 FRET inh = inhibitors of human SENP1 SUMO protease catalytic domain | Q9P0U3 | 360,000 tested, 0.21% active | recombinant SENP1 catalytic domain, CyPet-SUMO1-YPet FRET cleavage | inhibition, % at 10 µM;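 active = inhibition at least 30% at 10 µM, raw YFP signal under a set limit, fluorescence ratio 0.5 to 1.5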;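 also: 0% = enzyme with DMSO and 100% = no enzyme wells; some results filed as inactive read as strong as hits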
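Controls: no-enzyme wells low, DMSO-plus-enzyme wells high control. Test system: human recombinant His6-tagged SENP1 catalytic domain enzyme. Reagent: SFCypet-SUMO1-SFYpet FRET protein substrate, 25 nM final. Doses: one dose per compound, 10 µM, 0.5% DMSO. Detection: FRET, CFP and YFP emission. Timing: 50 min reaction at room temperature.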
A3G deaminase = inhibitors of human APOBEC3G DNA deaminase; Q9HC16; recombinant A3G, ssDNA deamination FAM/TAMRA fluorescence; inhibition, % at 20 µM; 330,000 tested, 0.28% active;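 active = inhibition of at least 40% at 20 µM, with no more than 30% in the related APOBEC3A deaminase screen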;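 also: plate controls were DMSO wells with A3G for no effect and wells lacking A3G enzyme for full effect; some compounds called inactive have numbers as strong as hits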
UBC13 polyUb = blocks human UBC13 polyubiquitin chain formation; P61088; TR-FRET; inhibition, % at 20 µM; 330,000 tested, 0.47% active; in the data active = inhibition above about 45%, passing the limit was not always enough
SENP8 block-2 = inhibitors of human SENP8 protease; inhibition, % at 10 µM; 330,000 tested, 1.2% active; purified SENP8, Z-RLRGG-aminoluciferin cleavage, luminescence; AID 2540; in the data active = inhibition above about 50%
The depositor's hits bear a star.

CN1CCc2c(sc(NC(=O)c3ccc(C(=O)c4ccccc4)cc3)c2C(N)=O)C1 was read as SENP8 block-1 -13, Apaf1 inhib 44*, SENP7 block -6, SENP6 block 3, SENP1 FRET inh -75, A3G deaminase -3, UBC13 polyUb 7 and SENP8 block-2 4.
Screening CCOc1ccnc2c1c(=O)n(Cc1cc(OC)cc(OC)c1)c(=O)n2C returned SENP8 block-1 -2, Apaf1 inhib -2, SENP7 block -8, SENP6 block -26, SENP1 FRET inh -4, A3G deaminase -3, UBC13 polyUb -6 and SENP8 block-2 -10.
For CCOC(=O)C1=C(c2ccccc2)NC(SCC(=O)NC2CCCCC2)=C(C#N)C1c1ccco1 (stereo not drawn) the results were SENP8 block-1 -7, Apaf1 inhib -13, SENP7 block -3, SENP6 block -10, SENP1 FRET inh 0, A3G deaminase -7, UBC13 polyUb -4 and SENP8 block-2 -2.
Screening CC(C)CN(C(=O)c1ccc(S(=O)(=O)N2CCCCC2)cc1)C1CCS(=O)(=O)C1 (stereo not drawn) returned SENP8 block-1 7, Apaf1 inhib 3, SENP7 block -5, SENP6 block -9, SENP1 FRET inh 1, A3G deaminase 10, UBC13 polyUb -11 and SENP8 block-2 -4.
`COC(c1ccccc1)c1nnc(CCC(=O)N2CCN(C3CCCC3)CC2)o1` (stereo not drawn) gave SENP8 block-1 1, Apaf1 inhib 4, SENP7 block 19, SENP6 block 1, SENP1 FRET inh 1, A3G deaminase -3, UBC13 polyUb -12 and SENP8 block-2 -5.
`COc1cc(-n2c(N)c(C(=O)NCc3ccco3)c3nc4ccccc4nc32)cc(OC)c1OC` gave SENP8 block-1 -370, Apaf1 inhib 7, SENP7 block 5, SENP6 block 1, SENP1 FRET inh -98, A3G deaminase -3, UBC13 polyUb -17 and SENP8 block-2 6.
For Cc1ccc(S(=O)(=O)N2CCC(C(=O)N3Cc4ccccc4C3)CC2)cc1 the results were SENP8 block-1 12, Apaf1 inhib 11, SENP7 block 0, SENP6 block -14, SENP1 FRET inh 0, A3G deaminase -5, UBC13 polyUb 5 and SENP8 block-2 -8.
Screening COc1ccc(C(=O)OCC(=O)Nc2nnc(-c3ccccc3)o2)cc1 returned SENP8 block-1 -56, Apaf1 inhib 2, SENP7 block 18, SENP6 block -18, SENP1 FRET inh 0, A3G deaminase -2, UBC13 polyUb -12 and SENP8 block-2 -8.
Screening O=C(Cn1cnc2c(cnn2-c2ccc(Cl)cc2)c1=O)NCC1CCCO1 (stereo not drawn) returned SENP8 block-1 20, Apaf1 inhib -2, SENP7 block 5, SENP6 block -8, SENP1 FRET inh -1, A3G deaminase -7, UBC13 polyUb 0 and SENP8 block-2 2.
For O=C1c2ccccc2C(=O)N1C(CO)C(O)c1ccc([N+](=O)[O-])cc1 (stereo not drawn) the results were SENP8 block-1 12, Apaf1 inhib 3, SENP7 block -10, SENP6 block 11, SENP1 FRET inh -1, A3G deaminase -1, UBC13 polyUb -2 and SENP8 block-2 4.
For COc1ccc(NS(=O)(=O)c2ccc(C(=O)N(C)Cc3cccs3)cc2)cc1 the results were SENP8 block-1 3, Apaf1 inhib 12, SENP7 block 3, SENP6 block -1, SENP1 FRET inh 1, A3G deaminase 1, UBC13 polyUb 0 and SENP8 block-2 -5.
For COCCSc1nnc(NS(=O)(=O)c2ccc(F)cc2)s1 the results were SENP8 block-1 12, Apaf1 inhib -16, SENP7 block 1, SENP6 block 9, SENP1 FRET inh -1, A3G deaminase -3, UBC13 polyUb -3 and SENP8 block-2 9.
For NS(=O)(=O)c1ccc(NC(=S)N2CCN(c3ccccc3Cl)CC2)cc1 the results were SENP8 block-1 7, Apaf1 inhib -11, SENP7 block 1, SENP6 block -2, SENP1 FRET inh 4, A3G deaminase -6, UBC13 polyUb 6 and SENP8 block-2 -1.
`CCOc1ccc(/C=C/c2[nH]c(=O)[nH]c(=O)c2[N+](=O)[O-])cc1` gave SENP8 block-1 1, Apaf1 inhib 10, SENP7 block 8, SENP6 block -5, SENP1 FRET inh -3, A3G deaminase -5, UBC13 polyUb -13 and SENP8 block-2 -3.
`COC(=O)c1nc(NC(=O)C(C)(C)C)n[nH]1` gave SENP8 block-1 9, Apaf1 inhib -20, SENP7 block 7, SENP6 block -5, SENP1 FRET inh 2, A3G deaminase -6, UBC13 polyUb 1 and SENP8 block-2 1.

Pulled one by one from above:
For COc1ccc(NS(=O)(=O)c2ccc(C(=O)N(C)Cc3cccs3)cc2)cc1 the results were SENP8 block-1 3, Apaf1 inhib 12, SENP7 block 3, SENP6 block -1, SENP1 FRET inh 1, A3G deaminase 1, UBC13 polyUb 0 and SENP8 block-2 -5.
Screening CCOc1ccnc2c1c(=O)n(Cc1cc(OC)cc(OC)c1)c(=O)n2C returned SENP8 block-1 -2, Apaf1 inhib -2, SENP7 block -8, SENP6 block -26, SENP1 FRET inh -4, A3G deaminase -3, UBC13 polyUb -6 and SENP8 block-2 -10.
Screening COc1ccc(C(=O)OCC(=O)Nc2nnc(-c3ccccc3)o2)cc1 returned SENP8 block-1 -56, Apaf1 inhib 2, SENP7 block 18, SENP6 block -18, SENP1 FRET inh 0, A3G deaminase -2, UBC13 polyUb -12 and SENP8 block-2 -8.

The list continues.
For CC(NCC(O)c1ccc([N+](=O)[O-])cc1)C12CC3CC(CC(C3)C1)C2 (stereo not drawn) the results were SENP8 block-1 26, Apaf1 inhib -3, SENP7 block -1, SENP6 block -17, SENP1 FRET inh 1, A3G deaminase -8, UBC13 polyUb 10 and SENP8 block-2 6.
O=C(COCC(=O)N/N=C/c1ccccc1F)N/N=C/c1ccccc1F was read as SENP8 block-1 6, Apaf1 inhib -2, SENP7 block -2, SENP6 block -11, SENP1 FRET inh 1, A3G deaminase -6, UBC13 polyUb 7 and SENP8 block-2 1.
`COc1ccccc1/C=C1\SC(N2CCC(C)CC2)=NC1=O` gave SENP8 block-1 -54, Apaf1 inhib 15, SENP7 block -4, SENP6 block -14, SENP1 FRET inh 0, A3G deaminase 1, UBC13 polyUb -5 and SENP8 block-2 -23.
Screening COc1ccc(CNC(=O)c2c(C)oc3c2C(=O)c2ccccc2C3=O)cc1 returned SENP8 block-1 64*, Apaf1 inhib 67*, SENP7 block 38, SENP6 block 66*, SENP1 FRET inh 13, A3G deaminase -9, UBC13 polyUb -35 and SENP8 block-2 34.
For CC1CN(C(=O)COc2coc(CN3CCc4ccccc4C3)cc2=O)CC(C)O1 (stereo not drawn) the results were SENP8 block-1 0, Apaf1 inhib 3, SENP7 block 8, SENP6 block -3, SENP1 FRET inh -5, A3G deaminase -9, UBC13 polyUb -1 and SENP8 block-2 0.
For Cc1ccsc1/C=N\NC(=O)Cn1nnc2ccccc21 the results were SENP8 block-1 8, Apaf1 inhib 5, SENP7 block -7, SENP6 block -27, SENP1 FRET inh 2, A3G deaminase -5, UBC13 polyUb -13 and SENP8 block-2 -11.
`Cc1ccc2nc(-c3ccco3)c(Nc3ccccc3)n2c1` gave SENP8 block-1 -337, Apaf1 inhib 3, SENP7 block -8, SENP6 block -11, SENP1 FRET inh -12, A3G deaminase -3, UBC13 polyUb 14 and SENP8 block-2 -3.
Screening Cc1[nH]n(-c2ccccc2)c(=O)c1C=NCCc1ccccc1 returned SENP8 block-1 15, Apaf1 inhib 5, SENP7 block 6, SENP6 block -7, SENP1 FRET inh -1, A3G deaminase 8, UBC13 polyUb -6 and SENP8 block-2 3.
For NNC(=O)Cn1cnc2ccccc21 the results were SENP8 block-1 11, Apaf1 inhib 1, SENP7 block 5, SENP6 block -13, SENP1 FRET inh 1, A3G deaminase -1, UBC13 polyUb 4 and SENP8 block-2 1.
For Cn1c(=O)c2c(nc(CN3CCN(c4ccccc4F)CC3)n2CCN2CCOCC2)n(C)c1=O the results were SENP8 block-1 11, Apaf1 inhib 3, SENP7 block 0, SENP6 block -1, SENP1 FRET inh 1, A3G deaminase 0, UBC13 polyUb 11 and SENP8 block-2 1.
For CCn1c(CNC(=O)COc2ccc(C(C)C)cc2)nnc1SCC(=O)Nc1ccccc1F the results were SENP8 block-1 3, Apaf1 inhib 10, SENP7 block -2, SENP6 block -17, SENP1 FRET inh 1, A3G deaminase -1, UBC13 polyUb 9 and SENP8 block-2 -2.
CCOC(=O)[C@@H]1[C@H]2COc3cc(OC)ccc3[C@@H]2N2C(=O)N(c3cccc(C)c3)C(=O)[C@]12C was read as SENP8 block-1 7, Apaf1 inhib 22, SENP7 block -6, SENP6 block 6, SENP1 FRET inh 0, A3G deaminase -5, UBC13 polyUb 8 and SENP8 block-2 13.
For COc1ccccc1C(=O)Nc1ccc(NC(=O)c2ccco2)c(C)c1 the results were SENP8 block-1 18, Apaf1 inhib 0, SENP7 block 51*, SENP6 block 66*, SENP1 FRET inh -1, A3G deaminase -3, UBC13 polyUb 2 and SENP8 block-2 43.
Screening CCOC(=O)CNC(=O)CSc1nnc(-c2ccc(OC)cc2)n1CC returned SENP8 block-1 24, Apaf1 inhib -11, SENP7 block 9, SENP6 block -4, SENP1 FRET inh 1, A3G deaminase -7, UBC13 polyUb 1 and SENP8 block-2 -1.
Screening Fc1cccc(-c2csc(-c3ccno3)n2)c1 returned SENP8 block-1 20, Apaf1 inhib -13, SENP7 block 14, SENP6 block 23, SENP1 FRET inh -4, A3G deaminase -6, UBC13 polyUb 2 and SENP8 block-2 5.
`CS(=O)(=O)N(CC(=O)NCCC1=CCCCC1)c1cccc([N+](=O)[O-])c1` gave SENP8 block-1 2, Apaf1 inhib 6, SENP7 block -3, SENP6 block -15, SENP1 FRET inh -3, A3G deaminase -4, UBC13 polyUb -9 and SENP8 block-2 -10.
COCc1c(C(=O)N/N=C\c2ccccn2)nnn1-c1nonc1N was read as SENP8 block-1 12, Apaf1 inhib 1, SENP7 block -5, SENP6 block -3, SENP1 FRET inh -5, A3G deaminase -7, UBC13 polyUb -18 and SENP8 block-2 -11.
Cc1cc(C)c2c(=O)cc(C(=O)NCc3ccccc3)oc2c1 was read as SENP8 block-1 15, Apaf1 inhib 2, SENP7 block 0, SENP6 block 1, SENP1 FRET inh 0, A3G deaminase -2, UBC13 polyUb 5 and SENP8 block-2 7.
Screening Cc1cccc(S(=O)(=O)NC(Cc2c[nH]c3ccccc23)C(=O)O)c1 (stereo not drawn) returned SENP8 block-1 7, Apaf1 inhib 6, SENP7 block -9, SENP6 block -14, SENP1 FRET inh -1, A3G deaminase -8, UBC13 polyUb -11 and SENP8 block-2 -6.
Screening CC1CCN(C(=O)C2COc3ccccc3O2)CC1 (stereo not drawn) returned SENP8 block-1 4, Apaf1 inhib 11, SENP7 block -1, SENP6 block -21, SENP1 FRET inh 3, A3G deaminase -6, UBC13 polyUb -8 and SENP8 block-2 -7.
CC(=O)O/N=C(\N)c1ccc(-c2csnn2)cc1 was read as SENP8 block-1 10, Apaf1 inhib -8, SENP7 block -7, SENP6 block -16, SENP1 FRET inh -1, A3G deaminase -3, UBC13 polyUb -6 and SENP8 block-2 -6.
CS(=O)(=O)N1CCC(Oc2cccc(C(=O)NCCCOc3cccnc3)c2)CC1 was read as SENP8 block-1 6, Apaf1 inhib -16, SENP7 block -12, SENP6 block -18, SENP1 FRET inh 1, A3G deaminase -4, UBC13 polyUb 8 and SENP8 block-2 -8.
Cc1ccc(CNc2ccc(N3CCOCC3)c(Cl)c2)cc1 was read as SENP8 block-1 3, Apaf1 inhib -22, SENP7 block -8, SENP6 block -6, SENP1 FRET inh -1, A3G deaminase -2, UBC13 polyUb -3 and SENP8 block-2 -1.
For COCCNC(=O)C1c2cc(OC)c(OC)cc2C(=O)N(C)C1c1cccnc1 (stereo not drawn) the results were SENP8 block-1 -4, Apaf1 inhib -1, SENP7 block 4, SENP6 block 7, SENP1 FRET inh 1, A3G deaminase -4, UBC13 polyUb 10 and SENP8 block-2 7.
